# GPR151 activ – activators of human GPR151 | activation, % at 11.2 µM | hit rate 1% among 650,000 | Q8TDV0 | PathHunter beta-arrestin GPR151 cells, luminescence; in the data active = activation above about 4.9%;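 also: 0% = median of compound wells and 100% = cells with positive control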
# Target sequence (Q8TDV0 whole entry, looked up): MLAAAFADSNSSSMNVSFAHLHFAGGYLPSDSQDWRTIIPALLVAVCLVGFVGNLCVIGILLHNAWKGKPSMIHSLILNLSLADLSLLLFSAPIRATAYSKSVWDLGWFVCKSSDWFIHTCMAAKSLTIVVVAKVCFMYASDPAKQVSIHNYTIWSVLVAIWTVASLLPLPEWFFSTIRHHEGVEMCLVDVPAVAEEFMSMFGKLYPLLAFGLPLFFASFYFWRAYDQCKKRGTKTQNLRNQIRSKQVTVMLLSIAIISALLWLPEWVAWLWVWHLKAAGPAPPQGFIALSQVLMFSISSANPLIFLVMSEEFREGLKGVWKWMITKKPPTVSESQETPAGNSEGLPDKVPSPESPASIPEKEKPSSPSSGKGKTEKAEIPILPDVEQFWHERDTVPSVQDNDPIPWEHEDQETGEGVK
# MITF inh – human MITF inhibition, primary screen; inhibition, % at 2.6 µM; hit rate 0.91% among 650,000; O75030; AlphaScreen MITF homodimerization, bead proximity signal; in the data active = inhibition above about 50%;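 also: 0% = vehicle wells with protein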
# Target sequence (O75030 whole entry, looked up): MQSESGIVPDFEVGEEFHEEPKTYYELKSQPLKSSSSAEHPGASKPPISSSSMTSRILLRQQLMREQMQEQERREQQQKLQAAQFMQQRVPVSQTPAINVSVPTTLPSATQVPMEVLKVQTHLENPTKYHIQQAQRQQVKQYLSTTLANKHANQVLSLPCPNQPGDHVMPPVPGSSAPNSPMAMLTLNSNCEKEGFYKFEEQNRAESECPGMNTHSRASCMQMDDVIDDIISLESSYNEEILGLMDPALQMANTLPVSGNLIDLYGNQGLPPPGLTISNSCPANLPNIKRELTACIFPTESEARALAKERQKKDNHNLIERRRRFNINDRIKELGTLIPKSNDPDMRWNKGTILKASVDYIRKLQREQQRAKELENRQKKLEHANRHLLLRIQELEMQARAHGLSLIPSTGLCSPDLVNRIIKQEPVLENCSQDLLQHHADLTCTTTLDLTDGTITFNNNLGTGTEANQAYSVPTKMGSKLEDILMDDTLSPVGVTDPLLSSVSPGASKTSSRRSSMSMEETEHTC
# FBW7 activator – activators of human E3 ligase FBW7 | Q969H0 | AlphaScreen FBW7–phospho-cyclin E peptide binding, activator screen | normalized activity (activation), % at 26.1 µM | hit rate 0.13% among 650,000 | AID 1259310; in the data active = normalized activity above about 1.9%;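 also: purified mutant Fbw7 with reduced substrate affinity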
# TEAD-YAP inh – TEAD-YAP interaction inhibition; hit rate 1.4% among 640,000; inhibition, % at 9.12 µM; HEK-TIYL cells, TEAD-Gal4/YAP UAS-luciferase luminescence; AID 1259422; in the data active = inhibition above about 32%;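 also: 0% = median of test compound wells and 100% = reference inhibitor wells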
# The depositor's hits bear a star.
SMILES,GPR151 activ,MITF inh,FBW7 activator,TEAD-YAP inh
Cc1cc(C)c(C)c(OCCOCCn2c(-c3ccc(Cl)cc3)nc3ccccc3c2=O)c1,-0.9,14,0.1,-2
Cc1ccc2nc(N3CCC(NCCc4ccccc4F)CC3)nc(C)c2c1,0.6,73*,0.4,12
COc1ccccc1NC(=O)CC1SC(N)=NC1=O (stereo not drawn),0.3,-6,0.1,-5
N#Cc1cc2c(=O)n3ccccc3nc2n(Cc2ccccc2)c1=O,0.6,5,0.1,-2
O=C(Cn1c2ccccc2c(=O)c2ccccc21)Nc1cccc(F)c1,0.4,14,0.0,-6
O=C(CSc1ccc(Cl)cc1)Nc1nc2c(s1)CCC2,0.3,8,0.1,-13
CC(=O)N1CCN(c2cc3c(cc2F)c(=O)c(C(=O)O)cn3C2CC2)CC1,0.1,10,0.0,1
O=C1C(=O)N(C(=O)Nc2ccc(Cl)c(Cl)c2)c2ccc([N+](=O)[O-])cc21,-0.5,-8,-0.1,-1
C=C(C)CNC(=S)N/N=C/c1ccccc1OCC(=O)O,-0.5,-11,-0.2,8
Nc1ncc(Cc2cccc([N+](=O)[O-])c2)s1,5.4*,-9,-0.1,6
CN(C)CCCN1C(=O)C(=O)/C(=C(\O)c2ccc(Cl)cc2)C1c1ccco1 (stereo not drawn),1.6,4,0.0,4
Cc1ccc(Sc2cc(C(=O)NCCc3ccccc3)c3ccccc3n2)cc1,-1.6,15,0.1,-12
COc1cc(C)ccc1NC(=O)COc1cccc2c1OC(C)(C)C2,1.2,15,0.6,-14
COC(=O)c1sccc1NC(=S)NC1CC1,-1.9,13,-0.1,0
CC1(C)C(=O)N(CC2CO2)C(=O)N1CN1C(=O)N(CC2CO2)C(=O)C1(C)C (stereo not drawn),0.6,5,0.3,5
COC(=O)C(C)Oc1ccc2c(=O)c(-c3ccc4c(c3)OCCO4)coc2c1 (stereo not drawn),0.1,16,0.1,7
CCOC(=O)c1cnc2ccc(C(=O)OC)cc2c1NCCc1ccccc1,-0.3,-14,0.0,-3
O=C(NC1CCCCC1N1C(=O)CSC1=O)c1cncc(Br)c1 (stereo not drawn),-0.5,1,0.1,-4
Cc1cc(C)n(-c2ccc(C(=O)OCc3c(C)noc3C)cc2)n1,-0.4,2,0.0,0
Cc1ccc(-c2cc(C(F)(F)F)n3nc(C(=O)Nc4cc(C)ccc4C)cc3n2)cc1,0.3,22,0.1,1
O=C(Nc1cccc(Br)c1)c1cc2cc([N+](=O)[O-])ccc2oc1=O,-1.5,14,0.1,8
CCNc1nc(Nc2ccc(N3CCOCC3)cc2)c2ncn(CCN3CCCC3=O)c2n1,-1.6,22,0.1,-1
Cc1ccc(S(=O)(=O)Nc2ccc(C)c(S(=O)(=O)N3CCCCC3)c2)c(C)c1,1.4,-7,-0.1,-1
CCN(CC)CC(O)COc1ccc2c(c1)OCO2 (stereo not drawn),0.1,2,0.0,5
CCOC(=O)c1c(NC(=O)CSc2nnc(CNC(=O)c3ccc([N+](=O)[O-])cc3)n2-c2ccccc2OC)sc2c1CCCC2,-0.3,8,-0.1,-3

# Reprinted from above (14 entries):
SMILES,GPR151 activ,MITF inh,FBW7 activator,TEAD-YAP inh
Cc1ccc(Sc2cc(C(=O)NCCc3ccccc3)c3ccccc3n2)cc1,-1.6,15,0.1,-12
COc1cc(C)ccc1NC(=O)COc1cccc2c1OC(C)(C)C2,1.2,15,0.6,-14
COC(=O)c1sccc1NC(=S)NC1CC1,-1.9,13,-0.1,0
CC1(C)C(=O)N(CC2CO2)C(=O)N1CN1C(=O)N(CC2CO2)C(=O)C1(C)C (stereo not drawn),0.6,5,0.3,5
COC(=O)C(C)Oc1ccc2c(=O)c(-c3ccc4c(c3)OCCO4)coc2c1 (stereo not drawn),0.1,16,0.1,7
CCOC(=O)c1cnc2ccc(C(=O)OC)cc2c1NCCc1ccccc1,-0.3,-14,0.0,-3
O=C(NC1CCCCC1N1C(=O)CSC1=O)c1cncc(Br)c1 (stereo not drawn),-0.5,1,0.1,-4
Cc1cc(C)n(-c2ccc(C(=O)OCc3c(C)noc3C)cc2)n1,-0.4,2,0.0,0
Cc1ccc(-c2cc(C(F)(F)F)n3nc(C(=O)Nc4cc(C)ccc4C)cc3n2)cc1,0.3,22,0.1,1
O=C(Nc1cccc(Br)c1)c1cc2cc([N+](=O)[O-])ccc2oc1=O,-1.5,14,0.1,8
CCNc1nc(Nc2ccc(N3CCOCC3)cc2)c2ncn(CCN3CCCC3=O)c2n1,-1.6,22,0.1,-1
Cc1ccc(S(=O)(=O)Nc2ccc(C)c(S(=O)(=O)N3CCCCC3)c2)c(C)c1,1.4,-7,-0.1,-1
CCN(CC)CC(O)COc1ccc2c(c1)OCO2 (stereo not drawn),0.1,2,0.0,5
CCOC(=O)c1c(NC(=O)CSc2nnc(CNC(=O)c3ccc([N+](=O)[O-])cc3)n2-c2ccccc2OC)sc2c1CCCC2,-0.3,8,-0.1,-3

# (more compounds)
SMILES,GPR151 activ,MITF inh,FBW7 activator,TEAD-YAP inh
O=C(O)c1cc(-c2ccc(O)c(O)c2)nc2n[nH]c(-c3ccc(F)cc3)c12,-0.4,20,-0.1,1
COCc1cc(C)n(CC(=O)Nc2ccccc2C)c(=O)c1C#N,-1.3,-9,0.7,-3
O=C(NCCOc1ccc(Cl)cc1)c1ccco1,-0.1,18,2.3*,-5
Cc1cc(Nc2ccc(N3CCOCC3)cc2)nc(N2CCc3ccccc3C2)n1,2.2,19,-0.3,41*
CCOc1ccc2[nH]c(=O)c(CN(CCCO)Cc3nnnn3C3CCCCC3)cc2c1,-1.7,-7,0.0,-5
CCOC(=O)C1CCN(C(=O)c2sc3ncn(CC(=O)N4CCCCC4C)c(=O)c3c2C)CC1 (stereo not drawn),-0.6,-2,-0.1,6
CC1CC(C)CN(S(=O)(=O)c2ccc(C(=O)Nc3ccc4c5c(cccc35)CC4)cc2)C1 (stereo not drawn),-0.4,-6,-0.2,2
COC(=O)c1cc2ccccc2cc1O,-1.1,12,1.4,-4
Cc1ccc(S(=O)(=O)CC(=O)c2ccccc2)cc1,0.8,-5,-0.1,-5
Cc1ccc(S(=O)(=O)Nc2ccc3c(c2)COC3=O)c(C)c1,2.4,-5,0.2,0
O=C(C1CCC(C(=O)N2CCc3ccccc32)CC1)N1CCc2ccccc21 (stereo not drawn),0.3,8,-0.1,-3
COC(=O)c1ccc(NC(=O)[C@H](C)NC(N)=O)cc1,-0.4,3,-0.2,0
O=C1NN(c2ccccc2)C(=O)/C1=C/c1ccc(-c2cccc([N+](=O)[O-])c2)o1,-0.3,-4,0.1,0
CCCCCCCc1ccc(-c2nnc(-c3ccc(CC)cc3)s2)cc1,-0.7,3,-0.1,10
CC1CCN(CCCNC(=O)CN2N=C(c3ccccc3)CCC2=O)CC1,-1.2,6,0.8,7
COc1cccc(NC(=O)Nc2ccc3c(c2)CCCN3C(=O)c2ccccc2)c1OC,-0.3,15,0.0,14
O=C(/C=C/c1ccc(F)cc1)NC(=S)NN1CCOCC1,-0.5,16,0.2,-3
O=C(COC(=O)CCC(=O)c1ccc(Cl)cc1)Nc1ncc(C(F)(F)F)cc1Cl,0.2,5,0.0,2
CCCCC(=O)NC1(C(F)(F)F)C(=O)Nc2c1c(=O)[nH]c(=O)n2Cc1ccco1 (stereo not drawn),0.6,3,0.0,0
CC(=O)Oc1cccc(-c2nc3ccc(Br)cc3c(=O)o2)c1,-4.4,-3,-0.1,7
Nc1ccccc1Nc1ccccc1,1.0,-4,-0.5,5
CC(C)CCN1CCc2nnc(CNC(=O)Cc3ccccc3)n2CC1,1.9,-11,-0.1,0
C/C(=N\NC(=O)c1ccc(CN2c3cccc4cccc(c34)S2(=O)=O)cc1)c1ccco1,1.5,4,0.1,-2
Cc1nnc(N=Nc2c(O)[nH]c3ccc(Br)cc23)[nH]c1=O,-0.8,8,0.1,2
Cc1ccc(-n2nc3c(c2NC(=O)c2ccc(OC(C)C)cc2)CS(=O)(=O)C3)cc1,-0.8,-2,-0.2,0
SMILES,GPR151 activ,MITF inh,FBW7 activator,TEAD-YAP inh
O=C(/C=C/c1ccco1)Nc1ccccc1I,0.6,8,0.1,-50
CCCCCCC(=O)Nc1c2c(nc3ccccc13)CCCC2,0.3,2,0.1,-10
O=P1(NCCc2ccccc2)C=C(c2ccccc2)OC(c2ccccc2)=C1,-0.4,12,0.1,5
CCOc1cccc(N2C(=O)CC(N3CCN(Cc4ccc5c(c4)OCO5)CC3)C2=O)c1 (stereo not drawn),0.7,1,-0.2,4
Cc1cc(N2CCCC2)ccc1-c1nc2cnccn2c1NCC1CCCO1 (stereo not drawn),-0.6,6,0.2,17
Cc1cc(C)cc(NC(=O)Cn2c(=O)oc3cc(S(=O)(=O)N4CCCC4)ccc32)c1,0.3,-5,0.6,11
COc1cc(C=C2C(=O)N(C)C(=O)N(C)C2=O)ccc1OC(C)C(=O)O (stereo not drawn),-0.7,-3,-0.2,9
CC1CCN(c2cc(N3CCC(C)CC3)c([N+](=O)[O-])cc2/C=c2/sc3nc4ccccc4n3c2=O)CC1,-0.4,7,0.6,12
O=C1NC(=Nc2ccc(F)cc2)S/C1=C/c1ccco1,-0.6,30,-0.1,-4
COc1ccccc1-c1cc(-c2ccccc2)nc(SC(C(N)=O)c2ccccc2)c1C#N (stereo not drawn),2.3,-1,0.0,-1
CCOc1ccc(NC(=O)CCCOc2ccc(C)cc2)cc1,-2.1,6,0.1,-4
COc1cc(NC(=O)c2cnc(N3CCc4ccccc4C3)s2)cc(OC)c1OC,-1.4,-1,0.0,42*
Cc1ccc(NC(=S)N2CCN(C(=O)c3ccco3)CC2)c(C)c1,-0.2,-6,0.2,3
CCCOc1ccc(CNC(=O)C(C)n2ncn3cccc3c2=O)cc1 (stereo not drawn),-0.5,19,-0.2,13
CCn1c(=O)c2c(nc3n(-c4cccc(Cl)c4C)c(C)cn23)n(C)c1=O,-1.3,6,-0.1,3
COc1cccc(N2C(=O)CN(C(=O)C3CC=CCC3)CC2C)c1 (stereo not drawn),0.4,24,0.2,-5
O=c1c(-c2ccc3c(c2)OCCO3)c(C(F)(F)F)oc2cc(O)cc(O)c12,0.2,4,0.0,-3
Cc1ccc(NC(=O)C2CCCN2S(=O)(=O)c2cccc3nsnc23)cc1Cl (stereo not drawn),-0.5,16,-0.2,-5
Cc1ccc(-c2nc3n(n2)C(=O)CCS3)cc1,-1.7,-11,0.1,7
COc1cc(-c2cnc3[nH]c(=O)n(Cc4ccccc4)c3n2)cc(OC)c1OC,0.6,0,-0.6,-13
CC1(C)c2ssc(=S)c2-c2ccccc2N1C(=O)CSc1nc2ccccc2s1,0.5,14,-0.1,-3
COCC(C)n1c(=O)/c(=C\c2ccc(Cl)cc2)s/c1=C(/C#N)C(=O)N1CCCC1 (stereo not drawn),0.0,25,0.5,0
Cc1cccc(NC(=O)NCCC2CCCCN2S(=O)(=O)c2ccccc2)c1 (stereo not drawn),0.1,12,-0.2,3
COCCN(C1CCN(S(=O)(=O)c2ccccc2)CC1)S(=O)(=O)c1ccccc1,0.4,0,-0.2,-3
CC(C)CSc1nc2cc3c(cc2c(=O)n1Cc1ccco1)OCO3,-1.9,4,0.0,3
SMILES,GPR151 activ,MITF inh,FBW7 activator,TEAD-YAP inh
Cc1cccc(C(=O)Nc2cc(C)ccc2O)c1,-5.5,18,-0.1,-30
COc1ccc(OCC2c3cc(OC)c(OC)cc3CCN2C(=S)Nc2ccc(C)cc2)cc1 (stereo not drawn),-0.1,5,0.4,11
Cc1cc(NC(=O)CSc2nnc3c4c5c(sc4nc(C4CC4)n23)CCCC5)no1,0.4,-3,-0.2,-4
COc1ccc(NC(=O)/C(=C\c2ccccc2)NC(=O)c2ccc(Br)o2)cc1,4.9,-13,-0.1,-4
Cc1cc(=O)n2nc(N3CCC(C(=O)NCc4ccccc4F)CC3)sc2n1,-1.0,5,0.9,5
Nc1ccc(C(=O)N2N=C(C(F)(F)F)CC2(O)C2CCCCC2)cc1 (stereo not drawn),-0.8,14,0.3,0
CC(=O)c1cccc(-c2nc(NCCN(C(C)C)C(C)C)c3ncn(C4CCCCC4)c3n2)c1,-2.9,-8,0.0,18
O=C(O)c1cccc(N/C(=N\S(=O)(=O)c2ccc(Cl)cc2)c2ccccc2)c1,0.1,-9,-0.1,-12
CCc1ccc(NC(=O)CSC2=NN3CCCC(=O)N=C3S2)cc1,-0.6,15,0.1,-8
Cc1ccc(C2C(C(=O)c3ccco3)=C(O)C(=O)N2Cc2cccnc2)cc1 (stereo not drawn),-1.2,2,-0.1,0
O=C(/C=C/c1ccc(Br)cc1)Nc1cccc2ccccc12,-1.2,9,0.0,-7
CCN(CC)CCNC(=O)CCCCCn1c(=S)[nH]c2ccccc2c1=O,-1.9,14,0.0,0
Cn1c(=NC(=O)CN2C(=O)CCC2=O)sc2cc([N+](=O)[O-])ccc21,1.4,10,-0.1,-2
CC(C)C(=O)NCCc1nnc2n1CCN(Cc1ccc(-c3ccccc3)cc1)CC2,-0.3,17,0.0,-3
CCC(Nc1ccccc1)C(=O)N/N=C/c1cccnc1 (stereo not drawn),-0.7,18,0.1,-2
Cc1nnc(C)n1/N=C/c1ccc(Br)cc1,0.5,-2,-0.1,-1
C=CCn1c(SCC(=O)Nc2cc(C(=O)OC)cc(C(=O)OC)c2)nc2sc(C)c(C)c2c1=O,1.7,8,0.2,-7

# Three structures already listed, sorted by SMILES length, smallest number first:
SMILES,GPR151 activ,MITF inh,FBW7 activator,TEAD-YAP inh
Cc1ccc(S(=O)(=O)CC(=O)c2ccccc2)cc1,0.8,-5,-0.1,-5
CCCOc1ccc(CNC(=O)C(C)n2ncn3cccc3c2=O)cc1 (stereo not drawn),-0.5,19,-0.2,13
CCOc1cccc(N2C(=O)CC(N3CCN(Cc4ccc5c(c4)OCO5)CC3)C2=O)c1 (stereo not drawn),0.7,1,-0.2,4

# Source: PubChem BioAssay (The Scripps Research Institute Molecular Screening Center)
